# PHOSPHO1 block – inhibitors of human PHOSPHO1 phosphatase. inhibition, % at 13.3 µM. Q8TCT1. recombinant PHOSPHO1, absorbance phosphatase assay. AID 1565. actives 1.1% (n = 290,000); in the data active = inhibition above about 60%
# Target sequence (Q8TCT1 whole entry, looked up): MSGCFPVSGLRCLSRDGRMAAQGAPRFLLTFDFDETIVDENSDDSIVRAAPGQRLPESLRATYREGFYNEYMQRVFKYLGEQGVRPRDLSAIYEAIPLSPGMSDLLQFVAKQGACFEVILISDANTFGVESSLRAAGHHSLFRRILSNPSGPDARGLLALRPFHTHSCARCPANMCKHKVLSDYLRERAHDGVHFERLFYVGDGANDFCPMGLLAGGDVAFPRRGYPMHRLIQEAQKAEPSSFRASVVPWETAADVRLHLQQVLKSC
# IMP-1 inh – blocks Pseudomonas aeruginosa IMP-1 metallo-beta-lactamase | actives 0.45% (n = 290,000) | inhibition, % at 5.6 µM | AID 1556 | purified IMP-1, nitrocefin hydrolysis, epi-absorbance fluorescence;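 active = inhibition above the mean plus 3 SD of all compounds in the same screening run, cut at about 4.5% in these data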;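 note: 0% = IMP-1 with DMSO and 100% = DMSO wells lacking enzyme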
#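 Material – recombinant IMP-1 enzyme, purified · Amount – IMP-1 0.2 nM before substrate addition · Medium – HEPES buffer pH 7.1 with ZnSO4 and Brij 35 · Timing – 25 °C, 15 min preincubation, 25 min reaction · Measured by – plate fluorescence quenching by hydrolysis product, ex 480/em 530 nm · Read-out – percent enzyme inhibition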
# DNA FID counter – displaces DNA intercalator in HCV helicase counter-screen; DNA fluorescent intercalator displacement, fluorescence; inhibition, % at 7.9 µM; actives 0.17% (n = 290,000); AID 1845; in the data active = inhibition above about 37%;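 note: 0% = vehicle and 100% = reference compound; higher means more ethidium bromide displaced from hairpin DNA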
# VIM-2 inh – blocks Pseudomonas aeruginosa VIM-2 metallo-beta-lactamase. AID 1527. purified VIM-2, nitrocefin hydrolysis, epi-absorbance fluorescence. inhibition, % at 5.6 µM. actives 0.89% (n = 290,000);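 active = inhibition above the mean of all tested compounds plus 3 SD, cutoff set per screening run, cut at about 7.5% in these data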;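 note: red hydrolysis product quenches plate fluorescence so inhibitors raise well fluorescence; 0% = enzyme with DMSO and 100% = DMSO without enzyme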
# OXTR ag – human OXTR agonism; actives 0.32% (n = 320,000); CHO-OTR cells, Fluo-8 calcium fluorescence; normalized: DMSO 0%, oxytocin 100%; activation, % at 3 µM; AID 2435;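 active = activation above the mean of all tested compounds plus 3 SD, cutoff set per screening run, cut at about 20% in these data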;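 note: peak over basal fluorescence ratio from a 100 s FLIPR kinetic read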
# Target sequence (P30559 whole entry, looked up): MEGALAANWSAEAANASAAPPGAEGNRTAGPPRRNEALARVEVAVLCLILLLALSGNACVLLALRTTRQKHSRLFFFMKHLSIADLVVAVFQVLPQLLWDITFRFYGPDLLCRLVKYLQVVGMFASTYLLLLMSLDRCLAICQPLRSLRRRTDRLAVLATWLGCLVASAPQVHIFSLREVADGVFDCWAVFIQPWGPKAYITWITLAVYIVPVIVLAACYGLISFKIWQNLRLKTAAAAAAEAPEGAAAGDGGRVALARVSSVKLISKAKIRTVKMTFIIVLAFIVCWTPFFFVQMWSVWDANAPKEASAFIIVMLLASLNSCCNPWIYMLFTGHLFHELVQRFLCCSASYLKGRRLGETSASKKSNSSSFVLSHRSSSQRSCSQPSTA
# GalR3 antag – human GalR3 antagonism. O60755. HEK293 GalR3-CNG cAMP membrane potential fluorescence; galR3 body fused to GalR1 C-terminus. inhibition, % at 3 µM. actives 0.44% (n = 360,000). AID 651719;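 active = inhibition above the screen-wide average plus 3 SD, cut at about 13% in these data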;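 note: forskolin and galanin both at EC90 stimulate the cells; cAMP rise reported by CNG channel membrane potential dye signal; 0% = forskolin plus galanin with DMSO and 100% = forskolin alone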
# GPR7 antagonist – antagonists of human GPR7 (neuropeptides B/W receptor 1); P48145; inhibition, % at 4.4 µM; GPR7-expressing cells, fluorescence antagonist assay; actives 1.1% (n = 290,000); in the data active = inhibition above about 16%, passing the limit was not always enough;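 note: cells stimulated with the agonist NPW; 0% = agonist with vehicle and 100% = vehicle without agonist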
# Target sequence (P48145 whole entry, looked up): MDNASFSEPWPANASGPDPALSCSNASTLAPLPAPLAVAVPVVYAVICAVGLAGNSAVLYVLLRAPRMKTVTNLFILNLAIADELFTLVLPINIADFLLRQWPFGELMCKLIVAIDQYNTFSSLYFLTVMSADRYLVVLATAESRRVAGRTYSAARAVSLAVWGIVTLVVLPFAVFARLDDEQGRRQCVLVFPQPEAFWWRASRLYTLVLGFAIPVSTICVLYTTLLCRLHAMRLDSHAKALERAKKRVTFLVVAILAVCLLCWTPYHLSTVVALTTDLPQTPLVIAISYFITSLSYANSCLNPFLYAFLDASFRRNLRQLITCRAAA
# V1R ag counter – V1a receptor agonism, counter-screen for OXTR agonists; P37288; CHO-V1R cells, Fluo-8 calcium fluorescence, agonist mode; 0% DMSO, 100% 3 nM vasopressin; actives 0.25% (n = 320,000); AID 2797; activation, % at 3 µM;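 active = activation above the mean activation of all tested compounds plus 3 SD, per screening run, cut at about 20% in these data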;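 note: signal is peak over basal fluorescence ratio across a 100 second FLIPR read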
# HCV NS3 hel inh – blocks Hepatitis C virus NS3 helicase unwinding | NS3 helicase DNA unwinding, Cy5 molecular beacon fluorescence | inhibition, % at 10.9 µM | actives 0.56% (n = 290,000) | AID 1800;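 active = inhibition above the mean of all tested compounds plus 3 SD, set per campaign, cut at about 35% in these data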;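 note: 0% = DMSO wells and 100% = thioflavine S control wells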
#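 Assay system: hepatitis C virus NS3 helicase domain fragment enzyme. Also added: annealed dual-labelled DNA beacon duplex, ATP-started. Timing: 1 h reaction at 25 °C, ATP-initiated. Technique: Cy5 fluorescence at 0 and 60 min, beacon hairpin quenching. Evaluation: % inhibition of unwinding. Replication: one well per compound.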
# * = called active by the depositor; x = not tested or not shown.
SMILES,PHOSPHO1 block,IMP-1 inh,DNA FID counter,VIM-2 inh,OXTR ag,GalR3 antag,GPR7 antagonist,V1R ag counter,HCV NS3 hel inh
Cc1ccccc1-c1nc(CN2CCC(C(=O)NCCCN3CCCC(C)C3)CC2)c(C)o1 (stereo not given),34,-0.8,31,-0.2,0.7,-8,-21,0.2,-9
O=c1cc(O)nc[nH]1,10,-1.3,1,-0.7,-0.9,-5,-6,0.8,-9
CCC(CCC(=O)Nc1ccn(-c2ccccc2)n1)C(=O)O (stereo not given),-37,-0.3,-2,-1.5,0.1,-2,4,0.8,-9
Cc1nn(C)cc1S(=O)(=O)Nc1ccc(F)c(F)c1,x,-3.6,9,-1.9,-0.5,-3,-13,1.2,-3
CCc1cc(C(=O)COc2ccccc2F)c(O)cc1O,-8,-4.8,-4,0.2,0.6,-3,-23,1.3,16
O=C(O)CC12C[C@H]3C[C@@H](C1)CC(n1ncc(N4CCN(c5ccccc5)CC4)c(Cl)c1=O)(C3)C2,-6,-3.1,-49,-2.6,0.7,-4,4,0.5,3
COc1ccc(OC(=O)c2cn(C)nc2C(F)(F)F)cc1,-1,-3.9,-3,-0.2,-0.2,-1,-3,0.1,-6
Cn1c2ccc(F)cc2c2nc3ccccc3nc21,39,-3.1,-10,7.9*,-1.1,-3,-22,-0.6,7
O=C(COc1ccccc1-c1ccccc1)NCc1ccco1,17,-1.8,-29,-0.1,-3.1,-2,-12,-1.3,-15
CCn1c(CCNC(=O)c2cccs2)nnc1SCC(=O)NC1CCCCC1,10,-3.7,-18,-2.9,1.6,-6,-7,-0.4,4
Cc1cc(C)n2nc[n+](C)c2n1,52,-3.5,-2,-6.9,0.7,0,-13,-0.1,-6
CCCCN(C)Cc1cc(=O)oc2ccc3ccccc3c12,40,-2.8,-23,0.1,-2.3,-13,-20,-1.2,-2
COc1ccc(-c2csc(=NCCO)n2-c2ccccc2)cc1,15,-3.1,-22,-2.1,x,-10,20,x,-4
O=C(Oc1ccc(OC(=O)N2CCCCC2)cc1)N1CCCCC1,-1,-1.4,6,-2.5,0.1,x,-9,1.1,-2
Cc1ccc(SCC2(O)CCN(S(=O)(=O)c3ccc(Cl)cc3)CC2)cc1,11,-2.2,-23,0.7,3.0,3,-9,3.7,-11
COc1ccccc1C(C(=O)NCc1ccc(F)cc1)N(C(=O)c1csnn1)C1CC1 (stereo not given),30,-3.0,-32,-2.3,2.5,-9,-4,2.6,0
CCCCC(CC)C(=O)Nc1ccc(S(=O)(=O)N2CCCC2)cc1 (stereo not given),x,-2.2,-27,-0.6,0.4,-10,-14,1.3,-8
CC1CCc2nc3ccc(S(=O)(=O)N4CCC(C(=O)N5CCCCCC5)CC4)cc3c(C(=O)O)c2C1 (stereo not given),2,-3.4,-46,-3.4,-0.5,-3,-9,-0.7,7
CCCC(=O)Nc1cc2c(cc1C(=O)c1ccccc1)OCCO2,6,-1.6,-11,-3.3,-0.5,-3,-4,-0.6,6
CCSc1nc2ccccc2n1Cc1nc(N)nc(N(C)C)n1,-34,-3.6,-21,-2.2,-0.1,-11,3,-0.6,7
CSc1ccc(/C=C/C(=O)OCC(=O)NC(C)C)cc1,28,-1.4,-10,0.0,1.3,-5,-11,2.7,6
O=S(=O)(c1cccc(F)c1)N1CCN(Cc2ccc3c(c2)OCO3)CC1,12,3.9,18,-1.7,-1.1,-3,3,-0.6,8
COc1ccc(S(=O)(=O)N2CCCCC2)cc1NC(=O)c1cccs1,29,2.5,-12,2.5,-0.5,-3,-10,0.3,-1
CC(C)NCCOCCOc1ccc(Cl)cc1Br,-14,0.3,21,-2.3,3.9,-15,7,2.5,4
COc1ccc(NC(=O)C/C(C)=N/NC(=O)c2cnccn2)cc1Cl,13,-2.2,-6,-2.1,-0.8,-8,-2,0.0,0
Cc1cc(C)c(NC(=O)CCCOC(=O)C2=COCCO2)c(C)c1,10,-4.7,-7,-2.8,-0.9,1,-8,0.5,11
O=C(CCN1C(=O)C2C3C=CC(C4CC34)C2C1=O)Nc1ccc(Cl)cc1O (stereo not given),19,13*,-6,-2.9,4.9,-4,11,4.8,9
Cc1ccoc1C(=O)N1CCCC(CCC(=O)N2CCN(c3ccccn3)CC2)C1 (stereo not given),15,-2.0,-34,-3.3,-1.4,2,-7,0.5,6
COc1cc(OC)c(C(=O)NCCCN2CCOCC2)cc1OC,-1,-3.5,1,-2.1,-1.2,-8,-6,-0.5,-14
O=C(Cn1nnc(-c2cccs2)n1)NNC(=O)c1ccccc1Cl,27,-3.4,-5,-1.4,2.6,-1,-7,2.9,-10
O=C(NC(=S)NCc1cccnc1)c1ccc([N+](=O)[O-])cc1,-4,-2.1,-1,-2.1,-0.9,-3,1,0.8,20
COc1ccc(/C=C/C(=O)c2cc(Br)ccc(=O)c2O)cc1,16,0.4,-12,-0.2,5.8,x,-7,1.3,45*
COc1ccccc1NC(=O)Cc1nnc(SCC(=O)c2ccccc2)n1C,22,-1.3,-20,-1.0,-0.6,-10,11,-0.4,-5
O=C(c1ccccc1CCc1ccccc1)N1CCOCC1,0,-1.4,-13,1.6,-1.5,-3,11,-0.7,2
CN1/C(=C\C(=O)COC(=O)C2COc3ccccc3O2)C(C)(C)c2ccccc21 (stereo not given),9,-1.2,-1,-4.2,0.1,x,8,-0.7,-8
Cc1ccc(C(=O)CNc2ccc(Br)cc2)cc1,8,-1.7,3,-0.5,-0.4,-6,-2,0.1,0
Cc1ccc(NC(=O)CSc2nc(-c3ccco3)nc3cc(=O)[nH]n23)c(Cl)c1,12,-1.0,-45,1.7,0.2,-6,-17,1.4,-2
Cc1cccc(NC(=O)CCNS(=O)(=O)c2cccc3nsnc23)c1,-6,-1.9,-5,-1.9,0.4,0,-5,0.3,-4
O=C(C[n+]1cccc2ccccc21)c1ccc(Cl)cc1,31,-2.6,-1,-5.0,-0.1,-10,-13,0.6,0
N#C/C(=C\c1c(N2CCCCC2)nc2ccccn2c1=O)S(=O)(=O)c1ccccc1,-36,-0.9,-18,-2.3,-0.2,1,-16,-0.6,-3

# Shown as a hit in HCV NS3 hel inh, of those listed so far:
molecule	PHOSPHO1 block	IMP-1 inh	VIM-2 inh	GalR3 antag	GPR7 antagonist	HCV NS3 hel inh
COc1ccc(/C=C/C(=O)c2cc(Br)ccc(=O)c2O)cc1	16	0.4	-0.2	x	-7	45*

# Remaining list, next part.
SMILES,PHOSPHO1 block,IMP-1 inh,DNA FID counter,VIM-2 inh,OXTR ag,GalR3 antag,GPR7 antagonist,V1R ag counter,HCV NS3 hel inh
COc1cc(CNCCc2ccc(F)cc2)ccc1OCc1ccc(Cl)nc1,15,-1.5,26,-3.7,22*,-7,15,13,-15
CC/C(=N\Nc1ccc([N+](=O)[O-])cc1[N+](=O)[O-])c1ccc(O)cc1,x,-4.6,15,-2.7,0.7,-5,-5,0.1,6
Cc1ccc(-c2nnn(CC(=O)N(Cc3cccs3)C(C(=O)NC(C)(C)C)c3ccco3)n2)o1 (stereo not given),-7,-2.5,0,-2.0,-1.4,-1,-6,-0.9,-6
O=C(O)CSCC(=O)N1CCN(S(=O)(=O)c2ccccc2)CC1,53,0.0,7,-1.0,0.3,-3,3,0.9,5
COc1ccc(/C=N/NC(=O)c2cc[n+]([O-])cc2)cc1,27,-1.8,-2,0.0,0.9,-5,-5,-0.4,-1
O=S(=O)(c1ccc(F)cc1)N1CCN(C(=S)NCc2ccco2)CC1,-13,-2.1,-8,-1.8,1.0,-4,2,0.3,-1
CCOc1cccc(CN2CCCC(C(=O)Nc3ccc(-c4ccn[nH]4)cc3)C2)c1O (stereo not given),44,-1.3,1,-0.7,0.9,1,4,0.3,-25
CC(C)(Oc1ccc(Cl)cc1)C(=O)OCC(=O)N1CCCC1,5,-3.4,-9,0.2,-1.5,-3,2,-0.8,1
COc1ccccc1CCN1CCCC(CN(C)C(=O)c2ccoc2)C1 (stereo not given),49,-1.4,-4,-2.0,-0.6,-10,-4,0.1,-11
O=C(CSc1nc2ccccc2[nH]1)NCC1CCCO1 (stereo not given),1,-2.4,1,1.5,-0.3,-2,-7,0.1,-5
CN(Cc1ccccc1)C(=O)c1ccccc1NC(=O)c1ccco1,-8,-1.0,-6,-2.5,-0.9,0,-8,0.3,2
CCOC(=O)/C(=C/Nc1ccc(F)cc1)[N+](=O)[O-],22,-2.2,-3,-3.2,0.1,-4,-9,1.6,-6
Nc1nccnc1C(=O)N/N=C/c1ccco1,32,-3.4,-6,-4.5,0.1,-3,-11,1.7,-6
COc1cc(/C=C(/C#N)c2nc3ccccc3c(=O)[nH]2)ccc1O,-21,-2.3,-7,-2.3,4.0,-4,-12,4.4,11
CCOC(=O)c1sc(=S)n(CC)c1N,12,-1.7,1,-0.9,0.7,-5,-3,-0.1,-5
O=C(O)C1c2ccccc2C(=O)N(Cc2ccc(F)cc2)C1c1ccncc1 (stereo not given),-8,-1.5,-2,0.1,1.6,-2,-11,0.3,-2
O=C(CSc1ccc2ccccc2n1)Nc1nsc(-c2ccc(Cl)cc2)n1,1,-3.7,-2,-2.9,0.5,0,-4,0.3,6
Cc1ccc(CN2CCS(=O)(=O)CC2)cc1,12,-2.8,1,-1.6,0.1,2,-3,0.5,2
Cc1cccc(CSc2nc3c(c(=O)n2C)SCC3)c1,8,-3.4,-17,-0.9,-0.4,0,-17,5.6,4
NC(=O)c1cc(N)ccc1N1CCCCC1,6,-4.7,0,-1.4,-0.3,-3,-3,0.1,9
CSc1ccc(CCNC(=O)C2CCCN(S(=O)(=O)N3CCOCC3)C2)cc1 (stereo not given),2,-1.4,-26,-1.1,1.4,-8,-10,6.3,-10
O=C(/C=C/c1ccccc1)NC1CCS(=O)(=O)C1 (stereo not given),-10,-4.0,-10,-0.5,-0.1,2,-7,0.8,12
COC(=O)N/N=C/c1c(C)cc(C)cc1C,7,-2.0,-3,-0.9,-2.1,-2,-8,-1.8,0
O=C(O)c1nnn(-c2ccc(F)cc2F)c1-c1ccccc1,23,-1.2,4,-0.2,-0.6,-12,5,0.4,-8
COc1ccc(NC(=O)c2cc(-c3ccccc3)on2)cc1,-8,-3.9,-9,-2.6,-0.4,-11,-2,1.4,-2
OC(COc1ccc2c(c1)OCO2)CN1CCc2ccccc2C1 (stereo not given),10,-3.0,4,-1.5,1.0,-5,-7,0.8,-4
O=C(Nc1ccc(-c2ccc3nncn3n2)cc1)C1CCCCC1,16,-2.2,-4,1.0,-1.1,-3,-11,-0.5,5

# Results in GPR7 antagonist (4 entries from above):
SMILES,GPR7 antagonist
O=C(O)c1nnn(-c2ccc(F)cc2F)c1-c1ccccc1,5
COc1ccc(NC(=O)c2cc(-c3ccccc3)on2)cc1,-2
OC(COc1ccc2c(c1)OCO2)CN1CCc2ccccc2C1 (stereo not given),-7
O=C(Nc1ccc(-c2ccc3nncn3n2)cc1)C1CCCCC1,-11

# High-throughput results: PubChem BioAssay, several laboratories
